# Eya2 inh – qHTS Assay for Inhibitors of the Phosphatase Activity of Eya2; Potency, µM (series often up to 76.9 µM), for the others: at the top dose activity, negative = inhibition, hits mostly inhibitors; Protein phosphatase EYA2 (Homo sapiens), O00167; recombinant Eya2, OMFP fluorescence dephosphorylation (OMFP is methylfluorescein phosphate); AID 488837, 2010; actives 0.006% (n = 330,000); further: potency means the concentration at half of the fitted maximal effect; on the % scale 0 is the no-effect control and ±100 the full control effect
#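 Eya2 protein (added as 0.2 uM solution) was preincubated with compound for 10 min at ambient temperature in 50 mM HEPES pH 7.5, 50 mM NaCl, 5 uM MgCl2, 0.05% BSA, 1 mM DTT. OMFP (added at 50 uM) then reacted 10 min; fluorescence read at 485/525 nm.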
# USP2a inh – qHTS Assay for Inhibitors of Ubiquitin-specific Protease USP2a Using CHOP2 as the Reporter. Ubiquitin carboxyl-terminal hydrolase 2 (Homo sapiens), O75604. USP2 core, Ub-CHOP2 coupled fluorogenic reporter, 485/531. Potency, µM (titrated, usually from 38.3 µM), for inactives: at the highest dose activity change, negative = inhibition, most hits filed as inhibitors. actives 0.01% (n = 330,000). AID 463254, 2010;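 further: potency means the concentration at half of the fitted maximal effect; plate controls were DMSO wells for no effect and full inhibition by NEM control for full effect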
#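 USP2 core (10nM final) preincubated 30min RT with compound in 20mM Tris-HCl pH 8.0, 2mM CaCl2, 2mM beta-mercaptoethanol, 0.05% CHAPS; 25nM Ub-CHOP2 plus 25nM reporter substrate added, fluorescence (Ex485/Em531) read after 60min.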
# ELG1 genotox – qHTS screen for small molecules that induce genotoxicity in human embryonic kidney (HEK293T) cells expressing luciferase-tagged ELG1; HEK293T ELG1-luciferase reporter, luminescence, 16 h; actives 1.3% (n = 330,000); Potency, µM (highest dose often 46 µM), for inactives: at the highest dose activity change, positive = activation, actives largely listed as activators; further: potency means the concentration at half of the fitted maximal effect; % of control where 0% means no effect; nearly all actives have a fitted effect of over 60% in size
#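 After overnight (16 hr) compound treatment at 37 °C, ELG1-luciferase HEK293T cells were lysed with ONE-Glo; luminescence quantified 30 min later at room temperature.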
# S-ASM inh – Inhibitors of Secretory Acid Sphingomyelinase (S-ASM): qHTS; Sphingomyelin phosphodiesterase (Homo sapiens), P17405; placental ASM, HMU-PC fluorogenic substrate, 60 min; Potency, µM (doses to about 57.5 µM), inactives show at the highest dose activity change, negative = inhibition, hits mostly inhibitors; actives 0.006% (n = 340,000); AID 504937, 2011; further: potency means the concentration at half of the fitted maximal effect
#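 Human placenta-derived ASM preincubated with compound 10 min at room temperature, then reacted with 9 uM (final) fluorogenic HMU-PC substrate for 60 min at 37 C. Stop solution raises pH to 10; fluorescence read at Ex 386/Em 447 nm.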
# uPA surface inh – qHTS for Inhibitors of Cell Surface uPA Generation. AID 540303, 2011. Potency, µM (series often up to 38.3 µM), for the others: at the highest dose activity change, negative = inhibition, usual class: inhibitors. cell surface uPA generation assay, qHTS. actives 0.31% (n = 330,000); active means well fitted inhibition curve with a large enough effect; inconclusive means small, poorly fitted or top-dose-only effect; inactive means no such curve, though single readings can be large or run the other way; tested in mouse RAW 264.7 cells; further: potency means the concentration at half of the fitted maximal effect; on the % scale 0 is the no-effect control and ±100 the full control effect; nearly all actives have a fitted effect of over 55% in size
# B2AR arrestin – qHTS assay of beta-arrestin-biased ligands of beta2-adrenergic receptor; Potency, µM (titrated, usually from 46.1 µM), without a hit: at the top dose activation, most hits filed as activators; actives 0.02% (n = 330,000); Beta-2 adrenergic receptor (Homo sapiens), P07550; AID 492947, 2010; beta-arrestin recruitment to beta2AR, cell-based reporter;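 further: potency means the concentration at half of the fitted maximal effect; 0% = DMSO controls and full agonism = EC100 isoproterenol or metaproterenol; nearly all actives have a fitted effect of over 65% in size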
# a7 integrin act – qHTS for Activators of Integrin-Mediated Alleviation for Muscular Dystrophy; alpha7betagal myoblasts, beta-gal FDG fluorescence, 48 h; Potency, µM (series often up to 38.3 µM), for the others: at the top dose activation, usual class: activators; actives 0.064% (n = 350,000); AID 624291, 2012;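 further: potency means the concentration at half of the fitted maximal effect; 100% = response of the positive control SU9516; nearly all actives have a fitted effect of over 60% in size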
#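 alpha7betagal+/- myoblasts (passage 13, 250/well) treated 48 h at 37C with compounds at 1:260 dilution of DMSO stock. Lysed, then beta-galactosidase activity read as FDG fluorescence (ex 480/em 540) after 30 min, with pre-read for autofluorescence.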
# TRPV1 ag – HTS Assay for Compounds that Act as Agonists of the Vanilloid Receptor 1 | TRPV1-expressing cells, Fluo-8 calcium influx, agonist mode | Transient receptor potential cation channel subfamily V member 1 (Homo sapiens), Q8NER1 | actives 0.19% (n = 320,000) | AID 540275, 2011 | activation, % at 8.33 µM; in the data active means activation above about 80%; inconclusive means between about 30% and that limit; further: 0% is about no effect
# Target sequence (Q8NER1 whole entry, looked up): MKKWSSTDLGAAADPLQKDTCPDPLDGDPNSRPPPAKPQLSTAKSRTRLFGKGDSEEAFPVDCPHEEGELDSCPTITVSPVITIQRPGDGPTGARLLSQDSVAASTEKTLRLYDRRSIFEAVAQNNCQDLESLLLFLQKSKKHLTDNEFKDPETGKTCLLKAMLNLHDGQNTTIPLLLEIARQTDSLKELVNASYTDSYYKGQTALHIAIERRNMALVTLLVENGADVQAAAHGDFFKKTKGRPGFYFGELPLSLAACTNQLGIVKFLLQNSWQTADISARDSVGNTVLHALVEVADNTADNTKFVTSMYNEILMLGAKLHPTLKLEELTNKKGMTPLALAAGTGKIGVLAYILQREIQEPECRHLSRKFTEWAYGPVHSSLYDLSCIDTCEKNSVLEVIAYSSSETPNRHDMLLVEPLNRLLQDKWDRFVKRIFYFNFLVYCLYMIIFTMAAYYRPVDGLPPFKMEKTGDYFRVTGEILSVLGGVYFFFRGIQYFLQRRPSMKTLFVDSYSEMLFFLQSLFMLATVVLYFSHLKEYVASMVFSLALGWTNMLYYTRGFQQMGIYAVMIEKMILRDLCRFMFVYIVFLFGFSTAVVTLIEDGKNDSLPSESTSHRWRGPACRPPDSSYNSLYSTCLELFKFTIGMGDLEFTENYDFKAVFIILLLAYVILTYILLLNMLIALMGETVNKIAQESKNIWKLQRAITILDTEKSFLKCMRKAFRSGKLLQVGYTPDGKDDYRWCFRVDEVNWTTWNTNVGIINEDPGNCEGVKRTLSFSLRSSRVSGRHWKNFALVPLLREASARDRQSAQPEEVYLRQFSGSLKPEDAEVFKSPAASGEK
#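 Cells expressing TRPV1 were dye-loaded with Fluo-8 and read kinetically: 10 s baseline, 3 min after compound (agonist portion), then 2 min after EC20 capsaicin (allosteric enhancer portion). Calcium-bound dye fluorescence at 480/520 nm.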
# p53 reactivation – qHTS assay for re-activators of p53 using a Luc reporter. AID 504706, 2011. Potency, µM (titrated, usually from 92.2 µM), for inactives: at the highest dose activity change, positive = activation, actives largely listed as activators. H1299 p53-A138V BP100-luciferase reporter, luminescence, 24 h. actives 0.063% (n = 320,000); further: potency means the concentration at half of the fitted maximal effect; % of control where 0% means no effect; nearly all actives have a fitted effect of over 45% in size
#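 H1299 (p53-null), stable ts p53-A138V + BP100-Luc; 1000 cells/well, Opti-MEM/10% FBS; cpd 4 pt, 1:5; 24 h, 37 deg C, 5% CO2; detection reagent 10 min RT; luminescence.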
# PTAP TSG101 blk – qHTS Assay for Iinhibitors of HIV-1 Budding by Blocking the Interaction of PTAP/TSG101 | Fluorescence polarization, FITC-PTAP peptide / Tsg101 binding | Potency, µM (top dose mostly 115 µM), for inactives: at the top dose activity change, negative = inhibition, usual class: inhibitors | 340,000 tested, under 10 active | AID 493005, 2010; active means well fitted inhibition curve with a large enough effect in the main read-out, with a control signal flat, not every such curve was filed as active; inconclusive means small, poorly fitted or top-dose-only effect, or effect the other way, or a change in a side signal; inactive means no such curve, though single readings can be large or run the other way; further: potency means the concentration at half of the fitted maximal effect; % of control where 0% means no effect
#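 Steps: Tsg101 binding domain dispensed (10 uM final), compounds pinned in DMSO, FITC-labeled PTAP-motif peptide added (50 nM final); after 20 min binding at room temperature, polarization measured.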
# BRCA1 expr up – qHTS Assay to Identify Small Molecule Activators of BRCA1 Expression; MCF7-BRCA1-FFLuc reporter, luminescence, 48 h; response scale: scaled: vehicle 0%, 10 µM genistein 100%; Potency, µM (top dose mostly 46.1 µM), for inactives: at the highest dose activation, actives largely listed as activators; actives 1.1% (n = 380,000); AID 624202, 2012; further: potency means the concentration at half of the fitted maximal effect; nearly all actives have a fitted effect of over 80% in size; some results filed as inactive show a strong effect at the top dose
#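 Luminescence from a BRCA1-driven firefly luciferase in MCF7 cells was read after 48 h compound exposure at 37 C. Data normalized against DMSO and a 10microM genistein activation control, then curve-fitted across the titration.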
# Starred values were filed as active, the others as inactive; ? = inconclusive; . = not tested or not shown; [ ] = another dose, or the depositor's remark. Unless noted, the call rests on the fitted dose curve; in most records, active means well fitted curve in the direction sought with a large enough effect; inconclusive means small, poorly fitted or top-dose-only effect, or another doubt; inactive means no such curve, though single readings can be large; an effect the other way counts as inactive or inconclusive.
SMILES,Eya2 inh,USP2a inh,ELG1 genotox,S-ASM inh,uPA surface inh,B2AR arrestin,a7 integrin act,TRPV1 ag,p53 reactivation,PTAP TSG101 blk,BRCA1 expr up
CCC(C)c1ccc(NC(=O)C2CCCN(c3ncccn3)C2)cc1 (stereo not drawn),-8%,3%,-1%,-5%,-16%,-0.6%,-27%,8,9%,2%,-1%[1.84 µM]
Clc1ccc(-c2nc3ccccn3c2CN2CCOCC2)cc1,26%,-1%,6%,10%,-2%,-0.3%,13%,3,-6%,-9%,-33%
O=C(NCCc1ccccc1)C1CCN(S(=O)(=O)c2cccnc2)CC1,-7%,3%,-1%,3%,-2%,-0.5%,4%,.,2%,-5%,3%
CC(=O)Nc1ccc(NC(C)=O)c(NC2OCC(O)C(O)C2O)c1 (stereo not drawn),11%,1%,0%,3%,3%,-0.1%,-1%,.,1%,-3%,0%
Nc1c2c(nc3ccc(Br)cc13)N(Cc1ccccc1)CC2,-1%,0%,-2%,4%,6%,0.3%,-1%,22,-3%,-3%,-9%
COC(=O)c1ccc(COc2ccc(/C=N/Nc3cccc(C(=O)O)c3)cc2)cc1,2%,0%,?,-1%,1%,0.0%,-6%,3,22%,-8%,-9%
COc1cc(OC)c(C(=S)N2CCCC2)cc1OC,7%,1%,1%,-1%,3%,3.3%,-17%,-2,.,-1%,-5%
Nc1cc(C(=O)c2ccccc2)ccc1[N+](=O)[O-],5%,-2%,17%,-1%,1%,0.0%,3%,7,4%,-7%,-2%
Cc1cccc(CC(=O)Nc2c3c(nn2-c2cccc(Cl)c2)CS(=O)C3)c1 (stereo not drawn),3%,-1%,-1%,-1%,2%,0.0%,25%,8,-7%,.,-8%
OCCNCCCCOc1ccccc1F,1%,1%,4%,-4%,.,0.0%,-22%[7.66 µM],0,?,-2%,12%
O=C(COC(=O)CCc1c[nH]c2ccccc12)NC1CCS(=O)(=O)C1 (stereo not drawn),-6%,-2%,1%,2%,1%,-0.4%,?,1,-3%,-5%,4%
Cc1ccc(OCC(=O)OCC(=O)NC2CC2)cc1C,-1%,1%,-4%,0%,11%,-2.0%,-5%,4,-8%,2%,-27%
C=CCn1c(O)c(N=NC(=O)CNC(=O)c2ccncc2)c2ccccc21,6%,4%,1%,1%,1%,-0.9%,-18%,-3,-5%,-4%,-32%
COc1ccccc1N1CCN(C(=O)c2ccc(Cl)c(S(=O)(=O)NCc3ccco3)c2)CC1,6%,9%,-8%,4%,-14%,-0.8%,-28%,3,-1%,1%,-58%
O=C(CSc1nnc(NC(=O)C2CC2)s1)Nc1cccc(F)c1,-14%,2%,-3%,-1%,-1%,0.3%,-9%,-9,12%,-2%,-25%
O=c1[nH]c(N2CCN(c3ccccc3)CC2)nc2c1CCCC2,19%,-1%,-10%,-3%,7%,-0.5%,-37%[inhibitor],1,3%,-2%,-24%
N#C/C(=C\c1cc(Br)ccc1F)C(=O)NC1CC1,2%,3%,-11%,0%,-4%,0.2%,-26%,1,-2%,-9%,-1%
Cc1cnn(C(=O)c2cc(-c3ccccc3)nc3ccccc23)c1,-3%,0%,-3%,-2%,.,-1.1%,-22%,3,0%,-2%,3%
Cc1ccc(C(=O)NC(NCc2ccco2)C(Cl)(Cl)Cl)cc1 (stereo not drawn),6%,3%,-2%,2%,4%,-0.9%,-7%,1,5%,-3%,-5%
O=C(Cc1ccc(Cl)c(Cl)c1)Nc1cccc(S(=O)(=O)N2CCOCC2)c1,-15%,-3%,-4%,-5%,0%,-0.1%,26%,26,-5%,0%,-57%
O=C(N/N=C/c1ccc(-c2ccc(S(=O)(=O)Nc3ncccn3)cc2)o1)c1cc2ccccc2cc1O,22%,?,-11%,35%[activator],5%,0.1%,-5%,-4,5%,-5%,-27%
CC1CCCC(C)N1C(=O)CSc1nc2ccccc2c(=O)[nH]1 (stereo not drawn),-4%,9%,3%,2%,-2%,-0.2%,-30%,7,-1%,-7%,1%
CC(c1ccccc1)C1CC(=O)N(c2ccc(C(=O)O)cc2)C1=O (stereo not drawn),-12%,0%,4%,5%,3%,0.0%,19%,-3,-2%,-3%,-8%
CCN1CCc2c(sc(NC(=S)NC(=O)c3ccc(Cl)cc3)c2C(N)=O)C1,9%,4%,-1%,14%,0%,-0.4%,0%,.,-1%,-2%,-6%
N#CCSc1nc2c(sc(=S)n2Cc2ccco2)c(=O)n1-c1ccc(F)cc1,-1%,0%,1%,-1%,.,-0.6%,-50%[inhibitor],2,-4%,-5%,-28%
CC(C)C(=O)Nc1ccc2nn(-c3ccccc3)nc2c1,-3%,3%,1.2µM*,20%,-4%,-1.2%,17%,9,0%,-2%,?
O=C1c2ccccc2C(=O)N1C1C(=O)N2CCSC12C(=O)OCc1ccccc1 (stereo not drawn),.,.,.,-2%,-5%,.,15%,.,.,1%,-7%
Cc1ccc2cccnc2c1NC(=S)NC(=O)c1ccccc1,-18%,-2%,-3%,0%,.,0.4%,-47%[inhibitor],0,13%,-6%,-72%
CC(=O)Nc1cccc(NC(=O)CSc2n[nH]c(-c3ccccc3)n2)c1,-3%,-1%,4%,0%,-16%,-0.1%,-39%,1,9%,-1%,5%
COCCn1c(C(C)C)nc2ccccc21,12%,-1%,-1%,6%,8%,-0.2%,-36%,1,1%,-1%,-1%
CCN(CCCNC(=O)CNC(=O)c1nn(-c2ccc(OC)cc2OC)c(=O)c2ccccc12)c1cccc(C)c1,-4%,3%,9%,3%,4%,3.0%,-35%,5,-9%,0%,-25%
CCN(C(=O)CSc1nnc(C)n1-c1ccc(C)cc1)c1c(N)n(Cc2ccccc2)c(=O)[nH]c1=O,.,.,.,-2%,0%,.,-4%,.,.,-2%,10%
O=C(c1cc2c(s1)CCCC2)N1CCN(Cc2ccc3c(c2)OCO3)CC1,-15%,-3%,-16%,-3%,0%,0.4%,-7%,?,0%,-1%,-30%
O=C(NCc1ccccc1)c1cccc(F)c1F,12%,2%,9%,-1%,-1%,0.1%,1%,3,16%,0%,-1%
OC1(c2cccs2)CN(c2ccc(Br)cc2)C2=[N+]1CCCS2 (stereo not drawn),?,4%,-13%,-2%,10%,-0.5%,2%,4,-2%,-6%,-30%
Cc1nn2c(c1-c1ccccc1)NC1=C(C(=O)CCC1)C2c1ccccc1 (stereo not drawn),6%,0%,9%,161%[activator],.,5.0%,-23%[7.66 µM],?,-2%,-13%,-18%
COc1cccc(N=Nc2c(=O)[nH]n3c(=O)cc(C)[nH]c23)c1,2%,-2%,0%,-5%,2%,0.4%,24%,-4,17%,-11%,5%
Nc1cccc(S(=O)(=O)c2ccc(N)c(N)c2)c1,-4%,0%,24%,-3%,1%,0.3%,-7%,-3,1%,-1%,-12%
Cc1c(S(=O)(=O)N2CC(C)CC(C)C2)c(=O)n(C)c(=O)n1C (stereo not drawn),-9%,5%,4%,5%,-9%,-0.8%,-10%,-3,1%,.,-5%
CC(=O)Oc1ccc(-c2ccc(C(=O)Nc3cccc(S(=O)(=O)N4CCOCC4)c3)cc2)cc1,-7%,1%,-13%,-17%,-5%,0.2%,-54%[inhibitor],-2,-4%,-5%,-63%
COC(=O)CNC(=O)CSc1nnc2cc(C)c3ccccc3n12,8%,4%,2%,5%,-14%,0.2%,?,1,0%,-2%,7%
Cc1ccc(C(=O)Nc2nc(N)n(-c3ccccc3)n2)cc1,11%,-2%,5%,8%,-6%,-0.1%,2%,-2,5%,-6%,52%
Cc1n[nH]c(=O)nc1Nc1ccc(O)cc1,9%,-1%,-1%,-2%,.,0.4%,1%[7.66 µM],1,3%,2%,-1%

# Source: PubChem BioAssay (National Center for Advancing Translational Sciences (NCATS))
